# HADH2 inh = blocks human hydroxyacyl-CoA dehydrogenase type II. Q99714. recombinant HADH2, NADH fluorescence, beta-hydroxybutyryl-CoA. 73,000 compounds, 3.4% hits. Potency, µM (highest dose often 57.1 µM), without a hit: at the highest dose activity change, negative = inhibition, actives largely listed as inhibitors. AID 886; note: potency is the fitted concentration of half-maximal effect; % is set by controls: 0 for no effect and ±100 for the full control effect; nearly all actives have a fitted effect of over 60% in size; many of its hits are not listed in these tables
# Target sequence (Q99714 whole entry, looked up, one chain of several): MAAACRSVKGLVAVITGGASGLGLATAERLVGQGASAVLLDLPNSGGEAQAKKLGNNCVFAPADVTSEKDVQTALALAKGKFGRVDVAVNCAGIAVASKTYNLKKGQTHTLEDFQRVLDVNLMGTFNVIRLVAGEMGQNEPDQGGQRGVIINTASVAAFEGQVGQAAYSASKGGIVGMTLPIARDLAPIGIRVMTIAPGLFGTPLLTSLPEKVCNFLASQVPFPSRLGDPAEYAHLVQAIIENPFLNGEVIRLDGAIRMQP
#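 Activity measured as NADH fluorescence gain (360/450 nm), taken as the change between first and last reads of a 4-min kinetic run. Conditions: pH 9.0 Tris buffer, 20 nM E. coli-expressed His-tagged enzyme, 1 mM NAD+, 90 uM beta-hydroxybutyryl-CoA; 15-min compound preincubation.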
# TexasRed autofl = compound fluoresces in the Texas Red spectral region; Compound fluorescence, Texas Red channel, 547/618 nm; active compounds read high; 59,000 compounds, 0.06% hits; max dye-equivalent concentration, M; in the data active = max dye-equivalent concentration above about 10 nM; inconclusive = between about 1.1 nM and that limit
#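 Spectral interference profiling: each compound concentration's relative fluorescence, read with a 547 nm excitation and 618 nm emission filter pair, was normalized to a per-plate Texas Red standard curve.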
# 4MU fluor = 4-MU region autofluorescence | compound autofluorescence, 340/450 nm, 4-MU equivalents; active compounds read high | max dye-equivalent concentration, M | 59,000 compounds, 11% hits; in the data active = max dye-equivalent concentration above about 10 nM; inconclusive = mostly about 1.1 nM to 9.6 nM
#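 Compounds in 100 mM Tris, pH 8.0, incubated 15 min at room temperature, then fluorescence read at 340 nm excitation/450 nm emission. Signal converted to 4-MU dye-equivalent concentration using an on-plate six-point 4-MU standard curve.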
# Fluorescein fluor = compound fluoresces in the fluorescein spectral region; 59,000 compounds, 0.91% hits; AID 593; Compound autofluorescence, 480/540 nm, fluorescein-equivalent; active compounds read high; max fluorescein-equivalent concentration, M; in the data active = max fluorescein-equivalent concentration above about 10 nM; inconclusive = between about 1.1 nM and that limit
#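 In this qHTS profile, compound fluorescence was measured with a 480 nm/540 nm filter pair following a 15-min room-temperature incubation in 100 mM Tris (pH 8.0). A six-point fluorescein series on each plate served for normalization.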
# Hsp90 Hop PPI = changes Hsp90-Hop TPR2A binding signal, up or down; AlphaScreen TPR2A-His6 binding biotin-Hsp90 C-terminal peptide; Potency, µM (series often up to 57 µM), for the others: at the top dose activity change, negative = inhibition; 71,000 compounds, 0.44% hits; AID 595; active = well fitted curve in either direction with a large enough effect; inconclusive = small, poorly fitted or top-dose-only effect, or another doubt; note: potency is the fitted concentration of half-maximal effect; % is set by controls: 0 for no effect and ±100 for the full control effect; many of its hits are not listed in these tables
# Rhodamine fluor = compound autofluorescence in rhodamine spectral region; max dye-equivalent concentration, M; 59,000 compounds, 0.05% hits; Rhodamine-region fluorescence, 547/598 nm, Tris buffer; active compounds read high; in the data active = max dye-equivalent concentration above about 11 nM; inconclusive = between about 1.1 nM and that limit
#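 Intensities are converted to rhodamine-equivalent concentration using a six-point rhodamine standard on each plate. Compounds sit 15 min at room temperature in 100 mM Tris buffer, pH 8.0; read uses the 547/598 nm excitation/emission pair.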
# ALOX15 inhib = 15-hLO (ALOX15) enzyme inhibition; 74,000 compounds, 1.4% hits; purified 15hLO-1, xylenol orange hydroperoxide absorbance; Potency, µM (series often up to 57.1 µM), inactives show at the highest dose activity change, negative = inhibition, most hits filed as inhibitors; note: potency is the fitted concentration of half-maximal effect; % is set by controls: 0 for no effect and ±100 for the full control effect; nearly all actives have a fitted effect of over 55% in size
# Target sequence (P16050 whole entry, looked up): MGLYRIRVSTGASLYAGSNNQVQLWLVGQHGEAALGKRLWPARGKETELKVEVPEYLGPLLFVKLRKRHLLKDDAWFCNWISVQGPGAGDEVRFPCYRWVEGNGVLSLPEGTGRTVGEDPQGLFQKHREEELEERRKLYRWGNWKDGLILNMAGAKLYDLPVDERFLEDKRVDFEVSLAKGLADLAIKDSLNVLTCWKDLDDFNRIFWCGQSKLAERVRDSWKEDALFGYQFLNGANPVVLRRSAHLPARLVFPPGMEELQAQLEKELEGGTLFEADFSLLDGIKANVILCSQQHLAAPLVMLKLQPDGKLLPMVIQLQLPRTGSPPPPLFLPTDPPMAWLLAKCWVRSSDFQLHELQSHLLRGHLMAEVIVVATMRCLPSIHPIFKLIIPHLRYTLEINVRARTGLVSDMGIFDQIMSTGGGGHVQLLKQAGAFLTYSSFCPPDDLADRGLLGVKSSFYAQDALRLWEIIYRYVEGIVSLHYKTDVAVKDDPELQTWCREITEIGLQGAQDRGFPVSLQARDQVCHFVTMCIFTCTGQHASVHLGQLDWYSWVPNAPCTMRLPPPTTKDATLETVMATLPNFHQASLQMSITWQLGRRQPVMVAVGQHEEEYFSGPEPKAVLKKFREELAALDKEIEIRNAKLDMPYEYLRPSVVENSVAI
#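 Purified human 15hLO-1 (40 nM final) in 25 mM Hepes pH 7.5, 0.01% Triton X-100 was preincubated with compound 15 min at room temperature, then reacted 6 min with 50 uM arachidonic acid; hydroperoxide detected by Fe-XO, 573/405 nm absorbance ratio.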
# Pol III holo inh = DNA polymerase III holoenzyme inhibition; reconstituted DNA polymerase III holoenzyme replication, biochemical; Potency, µM (doses to about 57.1 µM), for inactives: at the top dose activity change, negative = inhibition; 71,000 compounds, 0.25% hits; AID 603; note: potency is the fitted concentration of half-maximal effect; % is set by controls: 0 for no effect and ±100 for the full control effect
#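 Reconstituted *E. coli* holoenzyme (0.35 nM Pol III, 1 nM beta, 154 nM SSB, 2 nM primase) was preincubated with compound for 15 min at RT. Synthesis on 1.4 nM ssM13Gori ran 35 min, then was stopped with PicoGreen/EDTA and read as dsDNA fluorescence.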
# HBB splicing = hemoglobin beta splicing modulation; HBB splicing reporter cell assay, activation; EGFP reporter with mutant IVS2-654 intron; response scale: normalised to 500 nM splice-correcting PNA; Potency, µM (highest dose often 46.1 µM), inactives show at the top dose activation, actives largely listed as activators; 65,000 compounds, 0.06% hits; AID 925; note: potency is the fitted concentration of half-maximal effect; 0% is about no effect
#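 HeLa cells stably expressing EGFP interrupted by mutant beta-globin intron 2 (IVS2-654), 500/well in 2% FCS. Treated with compound for 2 days at 37C. Splicing correction scored as total well GFP intensity (488 nm excitation, 500-520 nm emission); 500 nM antisense PNA served as control.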
# GFP derepression = epigenetic GFP locus derepression in mouse cells; mouse C127i GFP locus derepression, cytometry, 30 h; Potency, µM (top dose mostly 46.1 µM), without a hit: top-dose GFP derepression (activation); 68,000 compounds, 0.09% hits; note: % of control where 0% means no effect
#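 Murine C127i mammary cells carrying a silenced, stably integrated CMV-driven GFP reporter were treated with compound for 30 hours at 37 C. After PBS washes, GFP-positive cells were counted by laser-scanning microplate cytometry.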
# UbGFP stabilizer = inhibits proteasome, raising ubiquitin-GFP reporter fluorescence. 67,000 tested, under 10 active. Potency, µM (series often up to 45.9 µM), without a hit: top-dose activation (GFP accumulation), usual class: activators. AID 526. Ubiquitin-GFP reporter cells, proteasome inhibition, GFP fluorescence; response scale: untreated = 0%, 10 µM MG-132 = 100%; active = well fitted activation curve with a large enough effect, not every such curve was filed as active; inconclusive = small, poorly fitted or top-dose-only effect, or another doubt; inactive = no such curve, though single readings can be large or run the other way; note: potency is the fitted concentration of half-maximal effect
#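 GFP accumulation read-out: laser plate cytometry counting ubiquitin(G76V)-GFP-expressing U2OS cells after 4 hr compound exposure at 37 °C. Titrations spanned 46 uM to 2.9 nM; 0% = basal, 100% = 10 uM MG-132; concentration-response curves fitted.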
# Numbers without * were called inactive; i = inactive; ? = inconclusive; nt = not tested or not shown; [ ] = dose if it differs, or a comment. Unless noted, calls come from the whole dose curve; as a rule, active = well fitted curve in the direction sought with a large enough effect; inconclusive = small, poorly fitted or top-dose-only effect, or another doubt; inactive = no such curve, though single readings can be large; an effect the other way counts as inactive or inconclusive. Some of the compounds tested; rates above refer to the full screens.
compound	Fluorescein fluor	4MU fluor	TexasRed autofl	Pol III holo inh	Hsp90 Hop PPI	ALOX15 inhib	GFP derepression	HADH2 inh	Rhodamine fluor	HBB splicing	UbGFP stabilizer
COc1ccc(-c2nc(N)nc(C)c2Oc2ccccc2Br)c(O)c1	i	i	i	-2.0%	-16.2%	-22.4%	2.9%	-6.4%	i	-1.9%	4.1%
Cc1ccc2nsnc2c1N(S(C)(=O)=O)S(C)(=O)=O	i	i	i	3.8%	-4.2%	-4.0%	1.1%	-4.2%	i	-2.0%	-1.2%
O=c1cc(COn2nnc3ccc(C(F)(F)F)cc32)nc2sccn12	?	i	i	-9.8%	0.3%	-6.4%	-0.1%	22.1%	i	-4.2%	3.3%
Cc1ccc(-c2c(C(=O)N3CCOCC3)oc(=O)c3ccccc23)cc1	nt	nt	nt	-0.4%	0.5%	-3.1%	0.0%	0.0%	nt	-0.4%	2.9%
O=C1SC(SCc2ccccc2)=N/C1=C\c1ccco1	i	i	i	-20.6%	-23.1%	?	5.9%	?	i	0.2%	3.4%
C/C=C/C=C/C=O	nt	nt	nt	-0.7%	-0.5%	-1.7%	nt	-12.2%	nt	0.2%	nt
NNCCc1ccccc1	?	i	?	-2.1%[25.6 µM]	0.6%[26 µM]	-28.3%	2.8%[20.6 µM]	-6.1%[25.6 µM]	i	0.5%[20.6 µM]	1.3%[20.5 µM]
Cc1ccc(C(=O)N2CCOCC2)cc1Cl	?	i	i	0.3%	-8.5%	9.2%	-4.3%	1.0%	i	1.6%	-4.9%
COc1ccc(-n2c(C)nc3cc(C(=O)N4CCOCC4)ccc32)cc1	i	i	i	-3.1%	-0.3%	7.1%	0.2%	8.7%	i	0.2%	-1.4%
Cc1ccc2cccc(S(=O)(=O)N3CCN(c4ccccc4F)CC3)c2n1	i	i	i	1.6%	-0.1%	-12.0%	0.0%	-4.5%	i	-0.2%	-3.8%
COc1cccc(C2=NO[C@@H]3C(=O)N(c4ccc5c(c4)OCCO5)C(=O)[C@H]23)c1OC	?	i	i	-1.8%	-3.4%	-9.5%	-2.9%	-29.9%	i	-1.2%	11.1%
CC(=O)c1ccc(N2C(=NC(=O)C(C)C)SC3CS(=O)(=O)CC32)cc1 (stereo unspecified)	i	i	i	-7.1%	-1.5%	7.1%	0.0%	-1.6%	i	-0.1%[57.5 µM]	2.6%
O=C(c1cccs1)N1CCCC(c2ccccc2)C1 (stereo unspecified)	?	i	i	-2.5%	-1.3%	0.8%	0.0%	-10.1%	i	2.3%	-1.1%
O=C(NCCN1CCN(C(=O)c2cccs2)CC1)c1cccs1	i	i	i	6.5%	0.1%	1.0%	-2.7%	-25.7%	i	-0.4%	-3.8%
O=C(NC1CCCCC1)N1CCCc2ccccc21	nt	nt	nt	11.6%[11.4 µM]	-3.9%[11 µM]	2.6%[11.4 µM]	-1.5%	11.9%[11.4 µM]	nt	3.2%[0.0738 µM]	5.4%[9.17 µM]
CCOC(=O)N1CCC(NC(=O)c2ccc3snnc3c2)CC1	nt	nt	nt	1.9%	-2.4%[2.3 µM]	-6.8%	nt	-12.1%	nt	-1.0%	-2.9%
CCOC(=O)CCP(=O)(O)C(O)c1ccc(OC)cc1 (stereo unspecified)	?	2.24e-08M*	i	-3.6%	0.5%	?	-2.1%	19.1%	i	3.7%[0.369 µM]	nt
COc1ccc(S(=O)(=O)N2CCSC2c2ccc(N)cc2)cc1 (stereo unspecified)	i	i	i	-5.5%	-6.6%	11.6%	-0.6%	6.0%	i	nt	-3.4%
Cc1cc(NS(=O)(=O)c2ccc(NC(=O)Cc3cccs3)cc2)no1	i	i	i	-0.7%	-3.1%	3.8%	0.0%	-13.7%	i	-2.2%	1.5%
c1ccc2c(c1)CCN(c1ncnc3c1[nH]c1ccccc13)C2	i	1.04e-08M*	i	nt	nt	nt	3.8%[20.6 µM]	nt	i	nt	nt
O=C(CN(Cc1ccccc1F)C(=O)c1ccco1)NCc1ccc(F)cc1	i	i	i	-1.0%	-1.8%	3.2%	1.7%	3.2%	i	nt	2.5%
CC(C)c1ccc(Nc2nc(NCc3ccco3)nc(N3CCOCC3)n2)cc1	i	i	i	4.7%	-4.7%	-20.0%	3.4%	23.9%	i	nt	-2.5%
C/C(=N/O)[C@@H]1C[C@H](CC(=O)O)C1(C)C	?	i	i	-3.4%[11.4 µM]	-1.9%[11 µM]	-9.4%[11.4 µM]	-2.2%[9.22 µM]	-6.0%[11.4 µM]	i	6.8%[9.22 µM]	-1.4%[9.17 µM]
CCOC(=O)N1CCN(C(=O)c2ccc(CS(=O)(=O)c3ccccc3OC)o2)CC1	i	i	i	5.8%	-1.5%	0.5%	-2.0%	5.0%	i	-0.4%[1.84 µM]	10.7%
COc1cc(C2NC(=O)NC(O)(C(F)(F)F)C2C(C)=O)cc(OC)c1OC (stereo unspecified)	i	i	i	-0.9%	-4.7%	27.6%	1.3%	5.6%	i	-0.7%	-6.9%

# Some of these compounds in order of molecular weight, descending.
compound	Fluorescein fluor	4MU fluor	TexasRed autofl	Pol III holo inh	Hsp90 Hop PPI	ALOX15 inhib	GFP derepression	HADH2 inh	Rhodamine fluor	HBB splicing	UbGFP stabilizer
CC(=O)c1ccc(N2C(=NC(=O)C(C)C)SC3CS(=O)(=O)CC32)cc1 (stereo unspecified)	i	i	i	-7.1%	-1.5%	7.1%	0.0%	-1.6%	i	-0.1%[57.5 µM]	2.6%
COc1ccc(S(=O)(=O)N2CCSC2c2ccc(N)cc2)cc1 (stereo unspecified)	i	i	i	-5.5%	-6.6%	11.6%	-0.6%	6.0%	i	nt	-3.4%
c1ccc2c(c1)CCN(c1ncnc3c1[nH]c1ccccc13)C2	i	1.04e-08M*	i	nt	nt	nt	3.8%[20.6 µM]	nt	i	nt	nt
C/C(=N/O)[C@@H]1C[C@H](CC(=O)O)C1(C)C	?	i	i	-3.4%[11.4 µM]	-1.9%[11 µM]	-9.4%[11.4 µM]	-2.2%[9.22 µM]	-6.0%[11.4 µM]	i	6.8%[9.22 µM]	-1.4%[9.17 µM]
C/C=C/C=C/C=O	nt	nt	nt	-0.7%	-0.5%	-1.7%	nt	-12.2%	nt	0.2%	nt

# More structures follow.
compound	Fluorescein fluor	4MU fluor	TexasRed autofl	Pol III holo inh	Hsp90 Hop PPI	ALOX15 inhib	GFP derepression	HADH2 inh	Rhodamine fluor	HBB splicing	UbGFP stabilizer
COc1ccc(OC)c(NC(=O)CSc2nnc(CCCO)n2-c2ccccc2)c1	i	i	i	-2.3%	-1.3%	-1.7%	5.8%	10.3%	i	0.0%	1.3%
CCCc1cc(N2CCCC2)n2nc(C)c(-c3ccccc3)c2n1	i	4.64e-07M*	?	3.2%	?	-2.5%	2.6%	31.6µM*	i	-1.3%[57.5 µM]	1.8%
C/C(N)=C(/C#N)C(=O)CSc1nnc(NC(C)C)s1	i	i	i	?	0.6%	-7.3%	-1.0%	?	i	1.3%[57.5 µM]	-4.8%
O=C(CC1NC2CCCCC2NC1=O)Nc1cccc(C(F)(F)F)c1 (stereo unspecified)	?	i	?	-2.4%	-5.7%	2.3%	-1.6%	4.5%	i	-0.9%	2.4%
COc1ccc(NC(=O)CCN2CCC(C)CC2)cc1	nt	nt	nt	0.2%	-1.5%	3.5%	0.6%	2.7%	nt	-4.4%	0.0%
Nc1ccc2c(c1)N1CCN=C1S2	i	i	i	nt	nt	nt	-2.4%[20.6 µM]	nt	i	nt	nt
O=C(c1cnccn1)N1CCC[C@@]2(CCN(Cc3nccs3)C2)C1	i	i	i	-6.1%	0.3%	8.1%	4.6%[9.22 µM]	-1.7%	i	0.3%	-1.8%
C1COC1	nt	nt	nt	-4.2%	-0.3%	6.7%	nt	-8.1%	nt	0.2%	nt
CCCCCCc1ccc(-c2ccc(C#N)cc2)cc1	nt	nt	nt	-2.7%	26.0%	-7.5%	nt	-12.6%	nt	-0.7%	nt
CC(C)[C@H](NC(=O)OC(C)(C)C)c1nnc(S(=O)(=O)Cc2c(F)cccc2Cl)o1	i	i	?	-8.9%	0.8%	-2.6%	?	?	i	0.5%[0.369 µM]	3.8%
COc1cccc(C(=O)Cn2c(=N)n(C)c3ccccc32)c1	i	i	?	-9.0%	-4.9%	2.6%	-5.4%	4.1%	i	-1.8%[0.369 µM]	nt

# Screening results from PubChem.
